Screening data as filed in PubChem BioAssay.
FN deposition inh – fibronectin deposition inhibition | AH1F fibroblasts, Alexa488-fibronectin deposition fluorescence, overnight | inhibition, % at 12.6 µM | 0.086% of 350,000 active | AID 743247;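 active = mean inhibition across replicates of 30% or more, regardless of how many single replicates reach that level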;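 note: positive control wells lacked labelled fibronectin entirely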
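Assay system: AH1F fibroblasts assembling fluorescent fibronectin matrix; Amount: 10000 AH1F cells per well; Buffer or medium: DMEM, 2% serum; Probe or stimulus: Alexa488-fibronectin, 24 nM final in well; Doses: single compound dose, delivered by pin transfer; Incubation: 1 h adhesion, overnight exposure; Measured by: fluorescence 485/525 nm; Read-out: fibronectin deposition inhibition.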
PGC1a acetyl inh – modulators of PGC1a acetylation | AID 651687 | U2OS PGC1a acetylation, AlphaScreen anti-acetyl-lysine; with virally co-expressed GCN5 acetyltransferase | inhibition, % at 15.6 µM | 0.17% of 350,000 active;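 active = every replicate shows inhibition of at least 40%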;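 note: 0% = neutral control wells and 100% = positive control wells; some results beyond the cut were filed as inactive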
PglD DTNB – PglD (C. jejuni) enzyme inhibition | inhibition, % at 12.5 µM | purified PglD enzyme, DTNB colorimetric CoA detection | 0.098% of 360,000 active; in the data active = inhibition above about 16%, passing the limit was not always enough; note: strong numbers were not always called active
Starred values were filed as active, the others as inactive.

Under each structure – FN deposition inh, PGC1a acetyl inh, PglD DTNB
COC(=O)c1ccc(CN(C(C)=O)c2ccccc2)o1
    -4.1, -4.6, 2.1
CN(C)/C=C1\C(=O)N(c2ccc(Cl)cc2)CS1(=O)=O
    0.0, 5.2, -3.5
CCN(CC)S(=O)(=O)c1ccc2c(c1)nc(SCC(=O)N1CCOCC1)n2-c1ccccc1OC
    -3.4, -12.1, 2.4
O=C(NCc1ccc2c(c1)OCO2)C1CCN(C(=O)Nc2ccc(Cl)cc2)CC1
    -14.8, -17.6, -2.0
Cc1cc(N2CC34C=CC(O3)C(C(=O)O)C4C2=O)no1 (configuration not stated)
    9.4, 8.5, 0.2
CCCCCCCCC(=O)Nc1cc(C)ccc1OC
    -12.8, -4.3, 4.6
COc1ccc(C(=O)NCCc2nnc(SCC(=O)Nc3ccccc3C(C)C)n2C)cc1
    2.9, -13.3, 4.8
COc1cccc(OC)c1OCCOCCn1cnc2ccccc2c1=O
    -9.8, -4.5, -1.0
COc1cccc(N2C(=O)C3CC=C(Cl)CC3C2=O)c1 (configuration not stated)
    8.6, 2.3, 8.9
N#Cc1cnn2cc(-c3ncc(C(F)(F)F)cc3Cl)cnc12
    -6.9, 3.2, 47.2*
CN(C)S(=O)(=O)c1ccc(S(=O)(=O)Nc2ccc3c(c2)oc2ccccc23)cc1
    2.3, -1.8, -1.6
CN(C)c1ccc(C(=O)OCc2ccccc2)cc1
    -17.6, -3.0, -8.7
COc1ccc(S(=O)(=O)N(CC(=O)N2CCN(C)CC2)c2ccc(C)cc2)cc1OC
    7.0, -10.2, -2.3
CC(C)c1ccc(C(=O)NCCCc2ccccc2)cc1
    2.2, -1.0, 0.5
COc1ccc(S(=O)(=O)N2CCC(C(=O)N3CCc4ccccc4C3)CC2)cc1C
    0.7, -2.6, 0.0
CC(=O)Nc1cccc(OCC(=O)Nc2ccc(F)cc2)c1
    11.5, -3.8, 1.0
O=C(O)CCCC(=O)Nc1ccccc1C(=O)O
    4.6, -2.0, 4.1
COc1cccc(Nc2nc(-c3cccc(N4C(=O)c5ccccc5C4=O)c3)cs2)c1
    3.9, -3.2, -3.3
O=S(=O)(c1ccc(C2CCCCC2)cc1)N1CCCC1
    -1.3, -8.4, -6.4
COCCN1Cc2cccc(C(=O)Nc3cccc(C)c3C)c2C1=O
    -16.5, -1.3, 0.4

18 neighbouring compounds already listed, quoted:
Under each structure – FN deposition inh, PGC1a acetyl inh, PglD DTNB
CCN(CC)S(=O)(=O)c1ccc2c(c1)nc(SCC(=O)N1CCOCC1)n2-c1ccccc1OC
    -3.4, -12.1, 2.4
O=C(NCc1ccc2c(c1)OCO2)C1CCN(C(=O)Nc2ccc(Cl)cc2)CC1
    -14.8, -17.6, -2.0
Cc1cc(N2CC34C=CC(O3)C(C(=O)O)C4C2=O)no1 (configuration not stated)
    9.4, 8.5, 0.2
CCCCCCCCC(=O)Nc1cc(C)ccc1OC
    -12.8, -4.3, 4.6
COc1ccc(C(=O)NCCc2nnc(SCC(=O)Nc3ccccc3C(C)C)n2C)cc1
    2.9, -13.3, 4.8
COc1cccc(OC)c1OCCOCCn1cnc2ccccc2c1=O
    -9.8, -4.5, -1.0
COc1cccc(N2C(=O)C3CC=C(Cl)CC3C2=O)c1 (configuration not stated)
    8.6, 2.3, 8.9
N#Cc1cnn2cc(-c3ncc(C(F)(F)F)cc3Cl)cnc12
    -6.9, 3.2, 47.2*
CN(C)S(=O)(=O)c1ccc(S(=O)(=O)Nc2ccc3c(c2)oc2ccccc23)cc1
    2.3, -1.8, -1.6
CN(C)c1ccc(C(=O)OCc2ccccc2)cc1
    -17.6, -3.0, -8.7
COc1ccc(S(=O)(=O)N(CC(=O)N2CCN(C)CC2)c2ccc(C)cc2)cc1OC
    7.0, -10.2, -2.3
CC(C)c1ccc(C(=O)NCCCc2ccccc2)cc1
    2.2, -1.0, 0.5
COc1ccc(S(=O)(=O)N2CCC(C(=O)N3CCc4ccccc4C3)CC2)cc1C
    0.7, -2.6, 0.0
CC(=O)Nc1cccc(OCC(=O)Nc2ccc(F)cc2)c1
    11.5, -3.8, 1.0
O=C(O)CCCC(=O)Nc1ccccc1C(=O)O
    4.6, -2.0, 4.1
COc1cccc(Nc2nc(-c3cccc(N4C(=O)c5ccccc5C4=O)c3)cs2)c1
    3.9, -3.2, -3.3
O=S(=O)(c1ccc(C2CCCCC2)cc1)N1CCCC1
    -1.3, -8.4, -6.4
COCCN1Cc2cccc(C(=O)Nc3cccc(C)c3C)c2C1=O
    -16.5, -1.3, 0.4

(continued)
Under each structure – FN deposition inh, PGC1a acetyl inh, PglD DTNB
CCCCOc1ccc(-c2nnn(C(C)(C)C(=O)OC)n2)cc1
    -0.4, 4.3, -2.5
CCOC(=O)c1[nH]c(C)c(/C(O)=C2\C(=O)C(=O)N(CCN3CCOCC3)C2c2cccs2)c1C (configuration not stated)
    -7.6, 2.1, 0.4
CN(C)CCCNC(=O)c1cc2c3ccccc3n(C)c2s1
    -1.2, -5.5, -0.8
CSc1cccc(NC(=O)CN(Cc2ccc(Cl)cc2)S(C)(=O)=O)c1
    -15.6, -31.9, 0.3
CC1CCCN(c2nc3c(c(=O)n(C)c(=O)n3C)n2CCSc2nc3ccccc3s2)C1 (configuration not stated)
    -1.1, -10.7, -0.4
O=C1OC(c2cccs2)=N/C1=C\c1ccc(-c2cccc(Cl)c2)o1
    -7.0, 1.4, -5.8
Cc1ccc(C)c(OCCOCCN2CCOCC2)c1
    1.8, 8.7, 1.9
Cc1cccc(OCC(=O)O/N=C(\N)Cc2cccs2)c1
    -11.1, -5.8, 1.0
O=C1CC(C(=O)NCc2ccccc2)C2(CCCC2)O1 (configuration not stated)
    -1.9, -2.2, 8.2
CCOC(=O)N1CCN(S(=O)(=O)c2ccc3c(c2)oc(=O)n3C)CC1
    -5.3, -2.8, -2.7
c1ccc(N=P(N2CCOCC2)(N2CCOCC2)N2CCOCC2)cc1
    4.6, 1.8, 6.5
Cc1cc(C)nc(N2CCC(C(=O)NCc3ccco3)CC2)n1
    10.5, 94.9*, 0.9
Fc1ccc(OCc2nn3cnnc3s2)cc1
    -0.9, 7.9, 2.1
O=C(CC1CCS(=O)(=O)C1)Nc1ccc[nH]c1=O (configuration not stated)
    -19.5, -6.8, -1.9
Oc1ccccc1/C=N/Nc1cccc2cccnc12
    7.8, -6.8, 0.9
CN(C)c1ccc(NC(=O)CN2C(=O)CC(c3ccccc3)=Nc3ccccc32)cc1
    -3.8, 14.0, -5.6
COC(=O)c1ccc(C2CC(=O)Nc3cc(OC)c(OC)cc32)cc1 (configuration not stated)
    -9.9, 4.1, -1.1
CCOc1nc(NCCN2CCOCC2)nc(Nc2ccc(C)cc2)n1
    4.8, 4.5, 1.7
CCC(=O)n1nc(-c2ccccc2)nc1SCC(=O)Nc1ccc(C)cc1
    8.2, 1.6, -4.8
Cc1nc2sc(C)c(C)c2c(=O)[nH]1
    -6.6, -7.1, 0.0
CCOc1ccc(OCC)c(N=c2oc3c(C)ncc(CO)c3cc2C(N)=O)c1
    19.9, -2.8, -8.2
CCC(=O)N1CCc2cc(Br)cc(S(=O)(=O)NCCN3CCCCC3CC)c21 (configuration not stated)
    7.1, -10.5, 4.1
CCCCOc1ccc(C(=O)NCCCC(=O)N2CCCCC2)cc1
    -13.6, 13.1, 3.2
COCCn1c(C)cc(C(=O)CSc2ncn[nH]2)c1C
    2.1, 5.1, -1.1
COc1ccc(OC)c(-n2nnnc2SCC(=O)Nc2nc(C)c(C)s2)c1
    0.8, -13.2, 0.8
COCCNc1ncnc2c1cnn2-c1ccc(Cl)cc1
    -7.2, 1.3, 0.5
CCN(CC)CCP(=O)(c1ccccc1)c1ccccc1
    -6.7, -3.1, 0.0
O=C(CN1CCN(c2nc(-c3ccc(Cl)cc3)cs2)CC1)NCc1ccco1
    -1.4, -0.7, 0.6
CCCCN(CCCC)Cc1ccc(N)cc1
    -4.8, 5.4, -2.7
CC(C)OC(=O)c1nnn(-c2nonc2N)c1CN1CCCCCC1
    -7.1, -4.8, 0.5
CC(=O)N(/N=C/c1cccc(C)c1)c1nc(-c2ccc(Br)cc2)cs1
    0.6, -4.8, 3.8
CCOCC(=O)Nc1nnc(COc2ccc(Cl)cc2)s1
    3.9, -36.6, 4.9
CC(=O)Nc1ccc(S(=O)(=O)N2CCNC(=O)CC2)cc1
    13.4, -3.7, -2.0
CCn1c(SCC(=O)Nc2cc3oc4ccccc4c3cc2OC)nnc1-c1cccs1
    -4.1, -8.7, 1.8
O=C1NCCCC1C(=O)Nc1ccccc1C(F)(F)F (configuration not stated)
    4.2, -8.2, -3.6
Cc1ccc(CN(Cc2cc3cc4c(cc3[nH]c2=O)OCCO4)Cc2nnnn2Cc2ccco2)cc1
    -3.3, -0.4, 1.4
c1ccc(-c2nc(NC3CC3)nc(-n3ccnc3)n2)cc1
    3.7, -5.3, -1.0
CCC(=O)Nc1ccccc1C(=O)OCC(=O)c1ccccc1
    2.7, -5.9, 5.8
CC(c1ccccc1)N1CCn2c(nc3cc(NC(=O)NC4CCCCC4)ccc32)C1 (configuration not stated)
    -2.1, -52.7, -2.0
CCc1ccc(N(C(=O)C(F)(F)F)C(C(=O)NC2CCCCC2)c2ccncc2)cc1 (configuration not stated)
    -2.4, 0.7, -5.7

As entered above:
In FN deposition inh, COc1ccc(OC)c(-n2nnnc2SCC(=O)Nc2nc(C)c(C)s2)c1 has 0.8
In FN deposition inh, O=C1NCCCC1C(=O)Nc1ccccc1C(F)(F)F (configuration not stated) has 4.2

Next section:
Under each structure – FN deposition inh, PGC1a acetyl inh, PglD DTNB
COc1ccc(CCNS(=O)(=O)c2cccs2)cc1
    1.6, -11.4, -2.4
S=C(N/N=C/c1ccccc1Cl)Nc1ccccc1
    0.6, 9.2, -0.8
Cc1ccccc1N1CCN(CCCOc2ccc3c(C)cc(=O)oc3c2)CC1
    -8.0, 3.2, -3.7
O=C(C1CCCN(Cc2cccc(F)c2)C1)N1CCCCC1 (configuration not stated)
    -4.4, 4.2, -1.4
O=[N+]([O-])c1cc(/C=N/OCc2c(Cl)cccc2Cl)ccc1N1CCOCC1
    -12.0, -4.1, 4.8
Cc1cc(C)n(-c2nnc3n2N=C(c2ccccc2)CS3)n1
    -12.0, 0.6, -0.6
Cc1ccc2c(COC(=O)c3n[nH]c4ccccc34)cc(=O)oc2c1
    -1.8, -0.6, 2.9
COC(=O)c1cn(NC(=O)CC2CCCCC2)c(=O)c2ccccc12
    -5.6, -4.8, 0.0
CCOC(=O)c1ccc(NC(=O)CCNS(=O)(=O)c2ccc3c(c2)oc(=O)n3C)cc1
    -11.7, -8.6, 2.7
COc1ccc(CNC(=O)C(C)N=C2NS(=O)(=O)c3ccccc32)cc1OC (configuration not stated)
    11.5, -16.0, -0.5
O=C(Nc1ccc2nc(-c3cccs3)c(-c3cccs3)nc2c1)N1CCOCC1
    3.1, 5.0, -2.6
O=C(N/N=C/c1ccc(N2CCOCC2)o1)c1cccc(C(F)(F)F)c1
    11.3, 14.3, 2.8
CCOC(=O)C1CCCN(c2c(NCCCN(CC)c3ccccc3)c(=O)c2=O)C1 (configuration not stated)
    -1.8, -16.9, -1.9
COc1nc(C)nc2c1sc(=S)n2C
    -3.0, 0.4, -2.4
CCN(CC)S(=O)(=O)c1cccc(C(=O)NCCCN2CCOCC2)c1
    3.5, 4.1, -1.7
Nn1c(SCC(=O)NC2CCCc3ccccc32)nnc1-c1cccs1 (configuration not stated)
    2.1, -14.9, -1.4
CCN1CCN(c2nc(-c3cccnc3)nc3ccccc23)CC1
    -3.0, 24.3, -5.3
Nc1nc(SCc2ccccc2Cl)n[nH]1
    3.9, -1.6, 5.6
CC(=O)N1CCN(CCN=CC2=C(O)CC(c3ccco3)CC2=O)CC1 (configuration not stated)
    2.3, -4.6, -4.4
COc1ccc(Cl)cc1S(=O)(=O)n1nnc2ccccc21
    -12.6, 8.5, 3.8
Cc1cc(C)n2nc(SCC(=O)N(C)Cc3ccccc3)nc2n1
    -5.4, -4.0, 3.9
CC(C)COC(=O)NCCOC(=O)Nc1cccc(Cl)c1
    7.2, -22.8, 4.1
CC(=O)c1c(C)[nH]c(C(=O)Nc2ccc(C)c(C)c2)c1C
    0.0, -9.4, 0.0
CCOC(=O)c1[nH]c(C)c(C(=O)c2ccc(C)cc2)c1C
    11.1, 8.3, 2.3
Cc1oc(-c2ccccc2F)nc1CN1CCC(C(=O)NCc2cccnc2)CC1
    -15.6, -13.4, -1.8
Cc1nc2ncnn2c(C)c1CCC(=O)NCCc1ccccc1
    -40.3, 0.7, -0.1
O=C(CNCC1CCCO1)Nc1ccccc1-n1cccc1 (configuration not stated)
    -0.1, -5.3, -2.1
Cc1cc(C)c(C#N)c(N2CCN(Cc3ccccc3)CC2)n1
    18.5, -9.0, -5.8
CC(=O)NC(CCS(C)(=O)=O)C(=O)Nc1nc(C)cs1 (configuration not stated)
    4.2, 1.6, 3.5
CCCOc1ccc(OCCSc2ncccn2)cc1
    5.1, -7.1, -2.5
O=C1CC(c2ccccc2)CCc2sccc2N1 (configuration not stated)
    19.7, 1.6, -2.7
CCC(C)c1ccc(NC(=O)C2CCCN(c3ncccn3)C2)cc1 (configuration not stated)
    4.3, -9.8, 0.2
CN1C(=O)NC(NC(=O)c2cccs2)(C(F)(F)F)C1=O (configuration not stated)
    3.2, -7.4, -2.3
CCCCNC(=S)NNC(=O)c1csc(C(C)C)c1
    -2.3, -9.9, -5.5
Cc1ccc([N+](=O)[O-])c2cccnc12
    4.1, 7.6, -3.0

Some of the compounds tested (hit frequency here may not be typical).
